PTHR1 agonist – PTHR1 (human) receptor agonism. Q03431. HEK293 GP2 PTHR1 cells, GloSensor cAMP luminescence, 1 h. AID 743266. Potency, µM (highest dose often 115 µM), for inactives: at the top dose activation, actives largely listed as activators. actives 0.075% (n = 410,000); note: potency is the fitted concentration of half-maximal effect; nearly all actives have a fitted effect of over 55% in size; some results filed as inactive show a strong effect at the top dose; inactives centre near -15; many of its hits are not listed in these tables
Target sequence (Q03431 whole entry, looked up): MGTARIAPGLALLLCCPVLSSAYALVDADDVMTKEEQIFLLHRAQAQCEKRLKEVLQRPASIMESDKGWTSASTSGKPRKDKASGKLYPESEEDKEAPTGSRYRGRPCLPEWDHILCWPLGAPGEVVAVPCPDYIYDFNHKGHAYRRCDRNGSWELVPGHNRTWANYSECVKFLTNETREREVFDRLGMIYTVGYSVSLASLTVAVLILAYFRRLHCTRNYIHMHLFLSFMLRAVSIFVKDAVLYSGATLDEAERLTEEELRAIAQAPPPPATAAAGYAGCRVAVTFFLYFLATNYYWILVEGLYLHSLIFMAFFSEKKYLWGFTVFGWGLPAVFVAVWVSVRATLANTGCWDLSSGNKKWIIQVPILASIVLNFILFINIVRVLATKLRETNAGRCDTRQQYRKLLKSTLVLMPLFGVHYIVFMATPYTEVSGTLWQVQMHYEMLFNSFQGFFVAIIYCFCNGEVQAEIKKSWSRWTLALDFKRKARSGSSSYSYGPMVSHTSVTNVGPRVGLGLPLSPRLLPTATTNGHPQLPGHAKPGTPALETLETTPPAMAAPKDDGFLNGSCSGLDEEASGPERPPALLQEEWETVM
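HEK-293-derived GP2 cells expressing PTHR1 and a GloSensor cAMP reporter, 3,000/well, plated overnight, given luciferin plus IBMX (each 0.5 mM as added) for 1 h at 37 °C, then compound for 1 h at 37 °C. Luminescence was read after 15 min at room temperature.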
GLP-1R inv ag – GLP-1 receptor (human) inverse agonism. AID 624417. HEK293 GLP-1R CRE-luciferase, luminescence, 24 h; GLP-1R form is constitutively active. actives 1.6% (n = 410,000). Potency, µM (doses to about 38.3 µM), for inactives: top-dose activity change, negative = inhibition, hits mostly inhibitors; note: potency is the fitted concentration of half-maximal effect; % is set by controls: 0 for no effect and ±100 for the full control effect; nearly all actives have a fitted effect of over 55% in size
Target sequence (P43220 whole entry, looked up): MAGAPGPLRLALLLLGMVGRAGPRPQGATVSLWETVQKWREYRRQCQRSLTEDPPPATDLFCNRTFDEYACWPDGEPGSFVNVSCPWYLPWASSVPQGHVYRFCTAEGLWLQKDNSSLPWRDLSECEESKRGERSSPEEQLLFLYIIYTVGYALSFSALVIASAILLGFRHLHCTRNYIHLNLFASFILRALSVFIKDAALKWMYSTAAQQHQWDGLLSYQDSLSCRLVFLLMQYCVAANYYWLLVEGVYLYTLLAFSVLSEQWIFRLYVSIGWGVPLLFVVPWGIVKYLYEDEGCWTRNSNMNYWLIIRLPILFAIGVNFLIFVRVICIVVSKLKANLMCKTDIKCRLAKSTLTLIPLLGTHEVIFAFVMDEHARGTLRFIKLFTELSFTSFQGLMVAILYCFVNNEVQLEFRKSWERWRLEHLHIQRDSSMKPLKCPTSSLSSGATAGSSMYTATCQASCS
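GLP-1R inverse agonism mode: basal reporter luminescence in engineered HEK293 cells measured after one day of compound exposure at 37 deg C, with a 12 min room-temperature detection step.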
PI5P4K alpha inh – PI5P4K alpha (human) kinase inhibition; P48426; actives 1.2% (n = 330,000); PI5P4Kalpha enzyme, ADP-Glo luminescence, 60 min; stronger effect = lower value; max response, %; AID 652105; active = max response of -50% or lower; inconclusive = between -30% and -50%; inactive = -30% or higher; note: value at the top dose of about 77 µM; % is set by controls: 0 for no effect and ±100 for the full control effect
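Compounds were pin-transferred onto PI5P4Kalpha and substrate in HEPES pH 7.4 buffer with EGTA, CHAPS and 5% DMSO. ATP (5 microM final) started the reaction, which ran 60 minutes at room temperature before ADP-Glo detection.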
IL2 activator – activates IL-2 in a cell-based reporter assay. activation, % (series mostly up to about 46 µM). IL-2 activation reporter assay, cell-based qHTS; stimulated with anti-CD3/CD4/CD28 beads; in transgenic mouse T cells. AID 652025. actives 0.065% (n = 360,000); in the data active = activation above about 50%; inconclusive = mostly about 30% to 49%; note: 0% is about no effect
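Unstimulated transgenic mouse T cells; 60-min compound exposure; bead-based TCR/CD4/CD28 stimulation; 18 h culture, 37 degrees C; dual fluorescence (EGFP, DsRed) plate cytometry.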
PLK1 PBD inh – PLK1 (human) polo-box domain binding inhibition. P53350. Plk1 PBD binding of FITC phosphopeptide, fluorescence polarization. Potency, µM, for the others: max response, negative = inhibition, most hits filed as inhibitors. actives 2.8% (n = 360,000). AID 720504; note: potency is the fitted concentration of half-maximal effect; series mostly up to about 57 µM; % is set by controls: 0 for no effect and ±100 for the full control effect; nearly all actives have a fitted effect of over 65% in size
EPAC1 ag – activates human EPAC1 exchange factor; actives 0.073% (n = 360,000); Potency, µM (top dose mostly 154 µM), for inactives: at the highest dose activation, usual class: activators; O95398; EPAC1 agonist qHTS, biochemical assay; response scale: 100% = response to 6.5 mM cAMP; note: potency is the fitted concentration of half-maximal effect; nearly all actives have a fitted effect of over 60% in size
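Normalized to 6.5 mM cAMP, activity reflects EPAC1-catalysed release of BODIPY-GDP from Rap1B, followed kinetically over 30 min at 480 nm excitation, 540 nm emission. Reaction contained 100 nM EPAC1, 250 nM Rap1B-BODIPY-GDP, 50 uM GDP.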
EPAC1 antag – antagonists of human EPAC1. actives 0.14% (n = 360,000). AID 720709. Potency, µM (titrated, usually from 115 µM), for inactives: at the highest dose activity change, negative = inhibition, hits mostly inhibitors. EPAC1 GEF assay, Rap1b-BODIPY-GDP exchange fluorescence;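 note: potency is the fitted concentration of half-maximal effect; plate controls were vehicle for no effect and positive control for full effect; nearly all actives have a fitted effect of over 50% in size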
GLP1R cytotox – cytotoxic in the GLP-1 receptor inverse agonist counter-screen. Potency, µM (highest dose often 38.3 µM), inactives show at the top dose activity change, negative = inhibition, most hits filed as inhibitors. HEK293 cAMP-luciferase reporter cells, luminescence, 24 h. AID 624418. actives 0.13% (n = 410,000);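 note: loss of luciferase light is scored as toxicity; potency is the fitted concentration of half-maximal effect; % is set by controls: 0 for no effect and ±100 for the full control effect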
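A 23 nL compound transfer followed 12 hours of cell culture at 37 deg C; exposure then lasted 24 hr. Luciferase assay detection reagent was dispensed and plates read for luminescence after a 12 min room-temperature wait.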
GLP1R ag – activates the human GLP-1 receptor; HEK293 GLP-1R CRE-luciferase, luminescence, 4-6 h; cells express a hypersensitive GLP-1R form; Potency, µM (titrated, usually from 45.6 µM), for inactives: at the highest dose activation, usual class: activators; actives 0.007% (n = 380,000); AID 624172; note: potency is the fitted concentration of half-maximal effect; % of control where 0% means no effect
* marks the source's active call; other numbers are inactive results; i = inactive; ? = inconclusive; / = no result given; [ ] = remark or other dose. Unless noted, calls come from the whole dose curve; as a rule, active = well fitted curve in the direction sought with a large enough effect; inconclusive = small, poorly fitted or top-dose-only effect, or another doubt; inactive = no such curve, though single readings can be large; an effect the other way counts as inactive or inconclusive.

Structure | GLP-1R inv ag | IL2 activator | GLP1R cytotox | EPAC1 antag | PTHR1 agonist | EPAC1 ag | PLK1 PBD inh | PI5P4K alpha inh | GLP1R ag
Cc1n[nH]c(=O)c2c(NC(=O)CSc3cc(Cl)ccc3Cl)oc(C)c12 | 9% | 1.3 | -3% | -10% | -14% | 4% | -9% | -4 | 1%
Cc1ccc(-c2csc3ncn(CC#N)c(=O)c23)cc1C | -21% | -1.1 | -4% | -18% | -7% | 15% | -8% | -91* | 10%
CC(=O)Nc1cccc(C(=O)N(Cc2ccccc2)Cc2ccccc2)c1 | ? | -0.4 | -26% | -14% | -2% | -19% | -2% | 4 | 14%
O=S(=O)(Nc1cc(F)ccc1F)c1cccc2nonc12 | ? | -2.6 | -13% | 5% | i | -5% | -10% | 0 | -3%
N#CC1=C(Nc2ccc(Br)cc2)CCC1 | -9% | 1.0 | 3% | 0% | -21%[57.5 µM] | 4% | -12% | 2 | 12%
COc1cc(OC)c(C(=O)OCC(=O)N2CCN(S(=O)(=O)c3ccc(C)cc3C)CC2)cc1OC | 6% | 0.0 | -2% | 4% | -5% | 3% | 4% | 2 | 8%
Cc1nn(Cc2cccc(C(=O)Nc3ccn(Cc4c(F)c(F)cc(F)c4F)n3)c2)c(C)c1[N+](=O)[O-] | ? | -3.2 | -21% | -5% | ? | 5% | 1% | / | -10%
CC(C)OC(=O)CC(=O)CSc1nc2c(cc1C#N)CCCC2 | -3% | -2.9 | 11% | 5% | -14%[57.5 µM] | 3% | -12% | -5 | -7%
Cc1ccc2oc(=O)n(CCCOc3ccccc3C)c2c1 | ? | -2.5 | 13% | -11% | -9% | 10% | -21% | 5 | 23%
CC(C)(ONC(=O)Nc1ccccc1Cl)C(=O)O | 16% | 5.1 | 23% | 12% | i | 4% | -3% | 3 | 0%
CN=C(Nc1ccc(C(=O)OC)s1)c1ccc(Cl)cc1 | -7% | -0.6 | -4% | -23% | i | 4% | -1% | 6 | 12%
O=C(Nc1c2c(nn1-c1ccccc1)CS(=O)(=O)C2)c1ccco1 | 9% | -2.6 | -2% | 10% | i | -8% | 0% | -6 | 4%
CCCn1c(SCC(=O)Nc2cc(Cl)ccc2Cl)n[nH]c1=O | ? | -0.4 | -17% | 8% | -2% | -7% | -2% | -3 | 5%
CC(C)N(C)c1ncnc2c1ncn2[C@H]1CN(Cc2ccc(Cl)cc2)C[C@@H](CO)O1 | 7% | 0.8 | -1% | -10% | 4% | -10% | 2% | 1 | 4%
CCCCC(CC)CNC(=O)CN(C)S(=O)(=O)c1cccc2nsnc12 (stereo not drawn) | ? | -1.3 | -3% | -2% | -16% | 4% | -13% | -4 | 7%
Cc1ccnc(NC(=O)c2cc(S(=O)(=O)N3CCCCC3)ccc2Cl)c1 | ? | -2.9 | 3% | -1% | -12% | 9% | -4% | 0 | 5%
CCCNc1nc(N2CCCC2)nc(N2CCCC2)n1 | -31% | -3.0 | -10% | -16% | i | 0% | -2% | 1 | 23%
COc1ccc(C2=NOC3(CC(=O)N(c4ccc(Cl)cc4)C3=O)C2)c(OC)c1 (stereo not drawn) | 3% | 3.8 | 6% | 6% | i | 2% | -3% | / | -8%
COCCN(C(=O)C(C)N1C(=O)c2ccccc2C1=O)c1c(N)n(CC(C)C)c(=O)[nH]c1=O (stereo not drawn) | 2% | -2.5 | -1% | 16% | -25% | -5% | -2% | 4 | -10%
O=C(Nc1ccccc1C(=O)N1CCOCC1)C1COc2ccccc2O1 (stereo not drawn) | 0% | 3.5 | 2% | -14% | i | 8% | -4% | / | 13%

Among those listed so far, these contain four or more nitrogen atoms:
Structure | GLP-1R inv ag | IL2 activator | GLP1R cytotox | EPAC1 antag | PTHR1 agonist | EPAC1 ag | PLK1 PBD inh | PI5P4K alpha inh | GLP1R ag
Cc1nn(Cc2cccc(C(=O)Nc3ccn(Cc4c(F)c(F)cc(F)c4F)n3)c2)c(C)c1[N+](=O)[O-] | ? | -3.2 | -21% | -5% | ? | 5% | 1% | / | -10%
CCCn1c(SCC(=O)Nc2cc(Cl)ccc2Cl)n[nH]c1=O | ? | -0.4 | -17% | 8% | -2% | -7% | -2% | -3 | 5%
CC(C)N(C)c1ncnc2c1ncn2[C@H]1CN(Cc2ccc(Cl)cc2)C[C@@H](CO)O1 | 7% | 0.8 | -1% | -10% | 4% | -10% | 2% | 1 | 4%
CCCCC(CC)CNC(=O)CN(C)S(=O)(=O)c1cccc2nsnc12 (stereo not drawn) | ? | -1.3 | -3% | -2% | -16% | 4% | -13% | -4 | 7%
CCCNc1nc(N2CCCC2)nc(N2CCCC2)n1 | -31% | -3.0 | -10% | -16% | i | 0% | -2% | 1 | 23%
COCCN(C(=O)C(C)N1C(=O)c2ccccc2C1=O)c1c(N)n(CC(C)C)c(=O)[nH]c1=O (stereo not drawn) | 2% | -2.5 | -1% | 16% | -25% | -5% | -2% | 4 | -10%

Next structures:
Structure | GLP-1R inv ag | IL2 activator | GLP1R cytotox | EPAC1 antag | PTHR1 agonist | EPAC1 ag | PLK1 PBD inh | PI5P4K alpha inh | GLP1R ag
Cc1nnc(NC(=O)CCC2CCCCC2)s1 | 5% | -1.0 | 3% | 5% | -8% | 4% | 7% | 0 | -1%
CC(=O)N1CCOc2ccc(S(=O)(=O)NCCc3cccc(C)c3)cc21 | ? | -1.4 | 0% | -16% | -17% | 0% | -12% | -2 | 6%
O=C(NC1CCCCC1)C(c1ccco1)N(C(=O)C(F)(F)F)C1CC1 (stereo not drawn) | 0% | -2.9 | 5% | 8% | -25%[57.5 µM] | -10% | -2% | / | 2%
O=C(NCc1ccco1)C1CCCN(c2nnc(-n3cccc3)s2)C1 (stereo not drawn) | -24% | 0.0 | -1% | -12% | -2% | 13% | ? | -17 | 5%
CCCCCCn1cc(CN2CC(N3CCN(CCO)CC3)CS2(=O)=O)nn1 (stereo not drawn) | 11% | -0.6 | -2% | 4% | i | -9% | -11% | 2 | 6%
Nc1nc(NCCN2CCOCC2)nc(NCc2ccccc2)c1[N+](=O)[O-] | 12% | -0.6 | -12% | -7% | i | 6% | -4% | -6 | -4%
CC(C)(C)c1cc(C(=O)NCc2ccco2)ccn1 | 0% | -3.2 | 6% | 5% | -21% | 5% | -12% | / | -6%
COc1cccc(CNC(=O)CCl)c1 | 40%[activator] | -0.6 | -1% | -1% | i | 9% | -9% | 1 | 1%
Cc1nn(CC(=O)Nc2ccc(C(=O)N3CCCC3)cc2)c(=O)c2ccccc12 | 9% | 0.4 | 11% | -14% | i | 0% | -12% | -4 | 25%
COc1ccc(NC(=S)Nn2cnnc2)cc1OC | 6% | -0.7 | 0% | -2% | i | 5% | 15µM* | -2 | 1%
CC(NC(=O)CSc1ccc(S(=O)(=O)N2CCOCC2)cn1)c1ccc(Cl)cc1Cl (stereo not drawn) | -26% | -0.3 | 4% | -9% | i | 7% | -2% | -3 | -2%
Cc1ccc2nc(-c3cccc(S(=O)(=O)N4CC(C)OC(C)C4)c3)cn2c1 (stereo not drawn) | -34% | -2.1 | -8% | -12% | -25% | -7% | 19µM* | -22 | 17%
NCCNc1ccc([N+](=O)[O-])c(NC2CC2)c1 | -10% | 0.0 | ? | 0% | 0% | 10% | -14% | 18 | 2%
CCN(CCNC(=O)CC1Oc2ccccc2NC1=O)c1ccccc1 (stereo not drawn) | ? | 0.2 | 9% | -5% | i | -3% | -9% | -1 | 3%
CCOc1ccc2c(c1)c1nnc(SCC(=O)N3CCC(C)CC3)nc1n2C | -24% | -1.5 | -18% | -6% | -12% | -11% | -3% | -1 | -2%
Cc1ccc(NC(=O)CS(=O)CC(=O)N(c2ccccc2F)C(C)C(=O)NC2CCCC2)cc1 (stereo not drawn) | -24% | 0.3 | 1% | -6% | i | -11% | -3% | 0 | -2%
COC(=O)c1ccccc1Nc1ccccc1 | 0% | -1.5 | -41% | -3% | i | 0% | 2% | / | -1%
COc1ccc(C2CC3(O)NC(=O)C(C#N)(C3C)C2(C#N)C#N)cc1 (stereo not drawn) | 2% | 1.3 | 0% | -5% | 0% | 18% | -9% | 1 | 3%
CS(=O)(=O)N(CC(=O)N1CCCCC1)c1cccc(F)c1 | 0% | -2.2 | -7% | 17% | i | -4% | 5% | -8 | -4%
CC12CCC(C(=O)NCc3ccc4c(c3)OCO4)(OC1=O)C2(C)C (stereo not drawn) | 4% | -0.3 | 4% | -10% | -19%[57.5 µM] | 7% | -6% | 6 | 8%
Cc1nn(C)c(C)c1CCC(=O)N1CCCC(C(=O)c2cccc(OC(C)C)c2)C1 (stereo not drawn) | ? | -1.8 | -2% | -1% | -22% | 2% | 27µM* | -3 | 5%
CN(C)CCCNC(=O)c1cc(C(=O)Cc2ccccc2)c[nH]1 | -2% | 3.5 | -4% | -7% | i | 8% | -2% | 1 | 5%
COc1cccc(NC(=S)N2CCCN(Cc3ccc(F)cc3)C2)c1 | ? | 0.9 | 0% | -23% | 0% | 4% | -19% | 3 | 16%
CC1CCCCC1NCC(=O)Nc1ccccc1C(=O)Nc1ccccc1 (stereo not drawn) | ? | 1.4 | -3% | -12% | i | -7% | 0% | 0 | -1%
Cc1cc(C)cc(-n2c(SCC(N)=O)nc3c([nH]c4ccccc43)c2=O)c1 | ? | / | -29% | / | i | / | / | / | 14%
Cc1ccc(-n2nc3c(=O)n(CC(=O)NC4CCCCC4)nc(C)c3c2C)cc1 | 1% | -0.5 | -1% | ? | i | 4% | -1% | 2 | -7%
CCOc1ccccc1NS(=O)(=O)c1cc2c3c(c1)C(C)C(=O)N3CCC2 (stereo not drawn) | 11% | -2.2 | -5% | -3% | i | 3% | -10% | -1 | -2%

Compound activity deposited in PubChem BioAssay by National Center for Advancing Translational Sciences (NCATS).

The list is partial; rates above refer to the full screens.
